LYP inhibition = inhibitors of LYP phosphatase, biochemical, fluorescence intensity, uHTS (AID 1779) | Tyrosine-protein phosphatase non-receptor type 22 (Homo sapiens) | recombinant LYP phosphatase, fluorescence intensity; higher % means a stronger effect | inhibition, % at 11.5 µM, or IC50 in µM where a hit was titrated | 290,000 tested, 0.054% active; in the data active = inhibition above about 50%;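 note: plate controls were vehicle with enzyme for no effect and no enzyme for full effect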
* hit, by the source's call. Only part of the results is shown; count on the stated rates, not on these rows.

| LYP inhibition | Structure |
| --- | --- |
| -10.4% | CCCC(c1nnnn1Cc1ccc(OC)cc1)N1CCN(C(=O)c2ccco2)CC1 (configuration not stated) |
| -10.1% | Cc1ccc(C(=O)CCC(=O)N(C)CC(=O)Nc2c(Cl)cccc2Cl)cc1 |
| -6.5% | COc1ccc(-c2noc(CCCC(=O)NC3CCCCC3)n2)cc1 |
| -8.1% | O=C(Nc1ccccc1)Nc1cccc(-c2nnco2)c1 |
| -6.0% | CCOCCCN(C)C1CCN(S(=O)(=O)c2csc(C(N)=O)c2)CC1 |
| -4.4% | O=C(O)c1ccc(/C=N/NC(=O)C(O)(c2ccccc2)c2ccccc2)cc1 |
| -8.3% | CCCc1cc(=O)oc2cc(OC(C)C(=O)NCCCn3ccnc3)ccc12 (configuration not stated) |
| -12.1% | COc1ccc(CN2CCC(=O)N([C@H](CO)Cc3ccccc3)CC2)cc1 |
| -5.5% | O=C(CSc1nnc(-c2ccncc2)s1)Nc1ccc(Cl)c(C(=O)O)c1 |
| 1.0% | O/C=c1\ccc2cccc3nc(C(F)(F)F)nc1c23 |
| 1.2% | COc1ccc(N2C(=O)N3[C@H](c4ccc(Cl)cc4)[C@@H]4C(=O)N(C5CCCCC5)C(=O)[C@@H]4[C@]3(C)C2=O)cc1 |
| -6.6% | COc1ccc(-c2cc(C)no2)cc1S(=O)(=O)Nc1ccc(NC(C)=O)cc1 |
| -11.5% | COc1ccc(CN(C(=O)c2ccco2)C2CCS(=O)(=O)C2)cc1 (configuration not stated) |
| 2.1% | Cc1ccc(Sc2cc(C(=O)c3ccccc3C(=O)O)ccc2[N+](=O)[O-])cc1 |
| -11.5% | CC(=O)c1cccc(NS(=O)(=O)c2cc(-c3cnc(C4CC4)o3)ccc2C)c1 |
| -9.0% | C=CCN1C(=O)c2ccccc2Sc2ccc(C(=O)NCCC)cc21 |
| -8.2% | O=c1ccc2cc([N+](=O)[O-])c(CCO)cc2o1 |
| -0.9% | CCCc1cc(=O)oc2c(C)c(OCC(=O)Nc3ccc(CN4CCOCC4)cc3)ccc12 |
| -6.1% | COc1ccc(CCNC(=O)C2CCCN(S(=O)(=O)N3CCCCCC3)C2)cc1OC (configuration not stated) |
| -2.0% | CCOC(=O)C1CCN(C(=O)c2cc3c(OC)c(OC)c(OC)cc3[nH]2)CC1 |
| -8.8% | CCn1c(SCC(=O)Nc2ccc(NC(C)=O)cc2)nc2c([nH]c3ccccc32)c1=O |
| -7.8% | Cc1ccc(O)c(NC(=S)NC(=O)Cc2ccc(Cl)cc2)c1 |
| -10.2% | CCCCOc1ccc(C(=O)N(Cc2ccco2)C2CCS(=O)(=O)C2)cc1 (configuration not stated) |
| -7.1% | OC(COc1ccc(Cl)cc1)CN1CCC(Cc2ccccc2)CC1 (configuration not stated) |
| -11.0% | Cc1ccn(CCC(=O)NC2CC(C)(C)Cc3c2cnn3-c2ccccc2C)n1 (configuration not stated) |
| -1.1% | COc1ccc(N2CCN(C(=O)c3cc4c(C)nc5ccccc5c4o3)CC2)cc1 |
| -0.9% | COc1ccc(N2CC(C(=O)Nc3nnc(Cc4ccccc4)s3)CC2=O)cc1 (configuration not stated) |
| -6.8% | Cc1cccc(OCC(=O)Nc2ccc(NC(=O)c3ccccc3)cc2)c1 |
| -9.0% | CN(c1ccccc1)S(=O)(=O)c1nnc(NC(=O)c2ccco2)s1 |
| 1.3% | O=C(Nc1ccc(Br)cc1)c1cc(-c2cccs2)on1 |
| -7.2% | CCOCCCNC(=O)CCc1ccc(-n2cnc3cccnc32)cc1 |
| -7.9% | CCOc1cc2[nH]c(=S)n(Cc3ccc(C(=O)NCCN(CC)CC)cc3)c(=O)c2cc1OCC |

Molecules above containing a thiophene ring, fused or not:
| LYP inhibition | Structure |
| --- | --- |
| -6.0% | CCOCCCN(C)C1CCN(S(=O)(=O)c2csc(C(N)=O)c2)CC1 |
| 1.3% | O=C(Nc1ccc(Br)cc1)c1cc(-c2cccs2)on1 |

Going on with the list:
| LYP inhibition | Structure |
| --- | --- |
| -5.0% | COCCCn1c(=O)c2ccccc2n(CC(=O)N2CCCc3ccccc32)c1=O |
| -10.8% | Cn1nc(C(=O)Nc2ccc3c(c2)OCO3)c2ccccc2c1=O |
| -14.8% | CCOCCCN(C)C1CCN(C(=O)c2oc3ccccc3c2NC(=O)Cc2ccc([N+](=O)[O-])cc2)CC1 |
| 3.1% | Cc1c(C)n(C)c2ccc(C(=O)NCCN3CCOCC3)cc12 |
| -6.7% | Cc1cccc(OCCNC(=S)NC(=O)c2cncc(Br)c2)c1 |
| -0.9% | Cc1ccc(Nc2nc(-c3sc(C)nc3C)cs2)cc1 |
| -6.5% | Cc1ccc(C(=O)N2CCCC(Nc3ccc(F)cc3)C2)cc1C (configuration not stated) |
| -5.0% | Cc1cccc(N2C(=O)C3CCCN3C2=S)c1 (configuration not stated) |
| -5.3% | COc1cc(NC(=O)C2=C(C)OCCS2)c(Cl)cc1C(=O)NCCN(C)C |
| -14.6% | O=C1Nc2ccc(S(=O)(=O)NCCCO)c3cccc1c23 |
| -7.7% | Cc1ccc2c(c1)N(CC(=O)NCCc1ccccc1)C(=O)c1cccnc1O2 |
| -8.6% | CCn1c2ccccc2c2cc(NC(=O)CNCc3ccccc3OC)ccc21 |
| -5.3% | C=CCC(=O)N1CCC(n2nccc2NC(=O)CCOc2ccccc2)CC1 |
| -7.1% | Cc1ccc(N(CC(=O)NCc2ccccc2)C(=O)c2csnn2)cc1 |
| -2.2% | O=C(NCCc1c[nH]c2ccccc12)C1CCC(=O)N(CCc2cccc(F)c2)C1 (configuration not stated) |
| -6.1% | COc1ccc(C(O)P(=O)(OCC(C)C)c2ccc(N(C)C)cc2)c(OC)c1 (configuration not stated) |
| -1.3% | O=C1Nc2ccccc2/C1=C/c1ccccc1F |
| -5.8% | COc1cc(CC(=O)OCC(=O)N2CCCCC2)cc(OC)c1OC |
| -11.9% | Cc1ccc(S(=O)(=O)Nc2ccc3c(c2)nc(CCN2CCN(c4ccccn4)CC2)n3C)cc1 |
| -3.8% | C/C(CC(=O)Nc1cccc(C(F)(F)F)c1)=N\NC(=O)c1ccncc1 |
| -12.4% | COc1cccc(-c2ccc(NC(=O)C3CCCN(Cc4nccn4C)C3)cc2)c1 (configuration not stated) |
| -30.9% | CC(C)(C)C(=O)Nc1ccc(-c2cn3cccnc3n2)cc1 |
| -14.6% | Cc1ccc(CNc2ccc3c(c2)nc(C)n3C)cc1 |
| -5.1% | CC(C)N(C(=O)CSc1n[nH]c(=O)n1CCc1ccccc1)C(C)C |
| -2.5% | Cc1c(OCC(=O)N(C)c2ccccc2)ccc2c3c(c(=O)oc12)CCC3 |
| -8.1% | CCn1c(SCC(=O)N2CCCCC2)nc2c(c1=O)SCC2 |
| -10.9% | CN(CC(=O)NCCCc1ccccc1)S(=O)(=O)c1ccc(Br)cc1 |
| -9.0% | CCc1nnc(NC(=O)CSCc2cc(=O)n3nc(C)sc3n2)s1 |
| -2.9% | COc1ccccc1N(C(=O)c1snc(C(N)=O)c1N)C(C(=O)NC1CCCCC1)c1cccc(OC)c1OC (configuration not stated) |
| -10.9% | CC(C)C[C@H](NC(=O)N1CC(=O)Nc2ccccc21)C(=O)N[C@@H](Cc1ccccc1)C(=O)O |
| -8.9% | CC(c1ccccc1)C1CC(=O)N(c2ccc([N+](=O)[O-])cc2)C1=O (configuration not stated) |
| -4.2% | CCn1c(=O)c(C(=O)NC(C)c2ccccc2)c(O)c2ccccc21 (configuration not stated) |
| -10.6% | Cc1ccc(OCC(=O)N/N=C/c2cccnc2)cc1C |
| -7.0% | Cc1c[n+](CC(=O)c2ccccc2)c(C)cn1 |
| -2.2% | COc1ccc(-n2c(C)cc(/C=C3\C(=N)N4N=C(CC(=O)N5CCOCC5)SC4=NC3=O)c2C)cc1 |
| -6.7% | C/C(=C\c1ccccc1)CN1CCN(C(C)C)C(CCO)C1 (configuration not stated) |
| -11.4% | COc1cc(C(=O)N(C)CC2CCN(CCc3cccc(C(F)(F)F)c3)CC2)ccc1C |
| -8.7% | O=C(Nc1nccs1)C1CCN(S(=O)(=O)c2ccc(F)cc2)CC1 |
| -7.6% | Cc1ccc(NC(=O)c2cccs2)cc1NC(=O)c1cccc(F)c1 |
| -3.9% | O=[N+]([O-])c1ccc(-n2nncc2-c2ccccc2)cc1 |

Fetched by structure from the entries so far (6):
| LYP inhibition | Structure |
| --- | --- |
| -6.6% | COc1ccc(-c2cc(C)no2)cc1S(=O)(=O)Nc1ccc(NC(C)=O)cc1 |
| -6.5% | Cc1ccc(C(=O)N2CCCC(Nc3ccc(F)cc3)C2)cc1C (configuration not stated) |
| -14.8% | CCOCCCN(C)C1CCN(C(=O)c2oc3ccccc3c2NC(=O)Cc2ccc([N+](=O)[O-])cc2)CC1 |
| -30.9% | CC(C)(C)C(=O)Nc1ccc(-c2cn3cccnc3n2)cc1 |
| -0.9% | Cc1ccc(Nc2nc(-c3sc(C)nc3C)cs2)cc1 |
| -10.6% | Cc1ccc(OCC(=O)N/N=C/c2cccnc2)cc1C |

(cont.)
| LYP inhibition | Structure |
| --- | --- |
| -9.2% | Cc1ncc([N+](=O)[O-])n1S(=O)(=O)c1cc(Cl)ccc1Cl |
| -3.4% | Cc1ccc(OCCSc2nc3ccccc3n2CCC(=O)O)cc1 |
| -10.0% | O=C(NCc1ccco1)c1ccc(CS(=O)Cc2ccc(Cl)cc2)o1 (configuration not stated) |
| -0.2% | O=c1c([N+](=O)[O-])cccn1Cc1cccc(Br)c1 |
| -1.3% | COc1ccc(/C=C(\NC(=O)c2ccccc2)C(=O)NCc2ccco2)cc1 |
| -5.3% | NC(=O)c1c(NC(=O)c2ccccc2)sc2c1CCCC2 |
| -4.6% | COc1ccc(NS(=O)(=O)c2ccc3c(c2)OCCO3)cc1OC |
| -10.3% | COc1cccc(C(=O)Nn2cnnc2)c1OC |
| -5.7% | CCCn1c(C(C)Nc2nc(-c3ccc(Cl)c([N+](=O)[O-])c3)cs2)nc2cc(Cl)c(N3CCCCC3)cc21 (configuration not stated) |
| -2.0% | Cc1cc(Cl)ccc1OCC(=O)NNC(=O)c1cccnc1 |
| -9.5% | c1ccc2c(c1)CC(CN1CCNCC1)O2 (configuration not stated) |
| -6.5% | COc1ccc(N(CC(=O)Nc2ccc(OC)c(OC)c2)S(=O)(=O)c2ccccc2)cc1Cl |
| -1.0% | COc1ccc(NC(=S)NC(=O)c2cccnc2)cc1 |
| -9.0% | CC1CCN(C(=O)c2ccc(S(=O)(=O)NCc3ccco3)cc2)CC1 |
| -8.1% | O=C(c1ccc(Cl)c(S(=O)(=O)N2CCCCC2)c1)N1CCCCC1 |
| -6.8% | COc1cc(C(=O)NCCC(c2ccccc2)c2ccccc2)cc(OC)c1OC |
| -9.1% | CCN(C(=O)C(C)N1C(=O)/C(=C/c2cccs2)SC1=S)C1CCS(=O)(=O)C1 (configuration not stated) |
| -0.7% | CCCc1cc(=O)n2nc(N3CCC(C(=O)Nc4cccc(C(C)=O)c4)CC3)sc2n1 |
| -8.8% | O=C(O)c1ccc(CNS(=O)(=O)c2ccc3ccccc3c2)cc1 |
| 0.2% | COc1ccc(NS(=O)(=O)c2nnc(NC(=O)c3ccccc3F)s2)cc1 |
| -6.4% | CN(CCCC(=O)Nc1ccccc1F)S(=O)(=O)c1ccc(F)cc1 |
| -9.5% | Cc1[nH]c(=O)nc(SCc2cccc(Cl)c2)c1C#N |
| -9.0% | CCc1nnc(NC(=O)c2ccc(S(=O)(=O)N3CCCC3)cc2)s1 |
| -7.6% | CN(C)C(CNc1ccc(S(C)(=O)=O)cc1[N+](=O)[O-])c1ccccc1 (configuration not stated) |
| -5.0% | COc1ccc(NC(=O)CSc2nc3ccccc3nc2N2CCCC2)cc1 |
| -6.2% | COc1cc(OC)cc(C(=O)OCC(=O)N(C)c2ccccc2)c1 |
| 0.7% | CCOC(=O)C1CCN(C(=O)c2oc3ccc4c(c3c2C)C(O)CC2(CCCCC2)O4)CC1 (configuration not stated) |
| -3.6% | Cc1cc(C)c(S(=O)(=O)N2CCCC2=O)cc1N(C)S(C)(=O)=O |
| -5.7% | O=C(NCC1CCCO1)C1CCCN(S(=O)(=O)c2ccc(Br)cc2)C1 (configuration not stated) |
| -8.6% | COc1ccc(NS(=O)(=O)c2ccc(-c3coc(C)n3)cc2)cc1OC |
| -3.3% | COc1ccc([N+](=O)[O-])cc1C(=O)C(=O)c1ccccc1 |
| -8.3% | CCOc1ccc(S(=O)(=O)N(C)CC(=O)N2CCN(CC)CC2)cc1 |
| -12.9% | CCNC(=O)C1Cc2cc(S(=O)(=O)N3CCCC3)ccc2N1C(C)=O (configuration not stated) |
| -5.5% | Cc1nc(CSc2ccc(Br)cc2)cs1 |
| -2.9% | COC(=O)c1ccc(CN2CCC(Oc3cccc(C(=O)N4CCCC4)c3)CC2)cc1 |
| -3.6% | COc1ccc(-c2[nH]ncc2/C=N/NC(=O)c2ccncc2)c(OC)c1 |
| 5.7% | Oc1ccc(-c2nccc(-c3ccc(F)cc3)n2)cc1 |
| -5.5% | COc1ccc(C(=O)CCN2CCN(c3ccc(OC)cc3)CC2)cc1 |
| 1.4% | O=c1c2ccccc2oc2cc(OCc3cccc(F)c3)cc(O)c12 |
| -12.6% | CS(=O)(=O)N(CC(=O)N1CCN(Cc2ccccc2)CC1)c1ccccc1F |
| -11.5% | CCS(=O)(=O)N1CCN(C(=O)c2cccc3ccccc23)CC1 |
| -9.3% | O=C(Nc1nc2c(Cl)cccc2s1)C1CC1 |
| -4.7% | COc1ccc(C(=O)c2c(C)oc3ccc(O)cc23)cc1 |
| -9.4% | O=C(O)C1CCCCC1C(=O)Nc1ccc2c(c1)OCO2 (configuration not stated) |
| -3.6% | NC(=O)N/N=C/c1sc(=O)n(-c2ccccc2)c1Cl |
| -1.5% | CC1CCCC(C)N1/N=C/c1ccc([N+](=O)[O-])cc1 (configuration not stated) |
| -8.3% | NC(=O)Nc1ccccc1C(=O)Nc1ccc2ccccc2c1 |
| -1.4% | CCOC(=O)N/N=C\c1ccc(OC/C=C/c2ccccc2)c(OC)c1 |
| -9.0% | C[C@H](NC(=O)c1nc[nH]c1C(=O)NCC(=O)OC(C)(C)C)C(=O)OCc1ccccc1 |
| -13.7% | CCOc1ccc(N(C)C(=O)CCc2nnc3ccc(N4CCOCC4)nn23)cc1 |
| -0.6% | Cc1ccc(-c2ccc(=O)n(Cc3ccc(F)cc3)n2)cc1 |
| -7.7% | COc1ccc(NC2CCCN(Cc3cccc4cnccc34)C2)cc1 (configuration not stated) |
| -13.1% | COCCNc1nc2c(-c3cccc(C(F)(F)F)c3)nnn2c2ccccc12 |

Screening data as filed in PubChem BioAssay.
